Source: PubChem (several laboratories)
MgcRacGAP inhibition: MgcRacGAP GTPase-activating activity inhibitors, confirmation, biochemical, ADP Hunter fluorescence. AID 624330. actives 0.6% (n = 340,000). one-dose inhibition, % at 30 µM; IC50 in µM for titrated hits. MgcRacGAP-stimulated Rac1 GTP hydrolysis, ADP Hunter fluorescence; higher % means a stronger effect; GST-tagged Rac1 F28L mutant substrate;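 active = first-screen hits whose inhibition reached a set limit at any dose in the follow-up dose series; inconclusive = inhibition above the set first-screen limit but never retested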;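 also: fluorescence reports GDP produced by GAP-driven GTP hydrolysis; strong numbers were not always called active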
HIV fusion peptide: cell-free HIV fusion peptide-binding blockers – biochemical, uHTS, fluorescence dequenching, primary screen (AID 1986) | one-dose inhibition, % at 20 µM; IC50 in µM for titrated hits | cell-free peptide binding, fluorescence dequenching, 30 min; higher % means a stronger effect | actives 0.3% (n = 290,000); in the data active = inhibition mostly above about 52%, no sharp cut-off; inactive = mostly below about 76%; also: some results filed as inactive read as strong as hits
NTR1 agonist: agonists of NTR1, primary screen, imaging, U2OS cells, beta-arrestin-GFP, high content (AID 493036) | P30989 | NTR1-U2OS beta-arrestin-GFP spot imaging, agonist mode | activation, % at 20 µM | actives 0.17% (n = 330,000);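 active = activation at or above 40% of the spot to cytoplasm intensity ratio, with at least 20 cells analyzed; inconclusive = wells under 20 cells, flagged as cytotoxic or low count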;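 also: 0% = DMSO without peptide and 100% = 100 nM NTR1 peptide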
Target sequence (P30989 whole entry, looked up): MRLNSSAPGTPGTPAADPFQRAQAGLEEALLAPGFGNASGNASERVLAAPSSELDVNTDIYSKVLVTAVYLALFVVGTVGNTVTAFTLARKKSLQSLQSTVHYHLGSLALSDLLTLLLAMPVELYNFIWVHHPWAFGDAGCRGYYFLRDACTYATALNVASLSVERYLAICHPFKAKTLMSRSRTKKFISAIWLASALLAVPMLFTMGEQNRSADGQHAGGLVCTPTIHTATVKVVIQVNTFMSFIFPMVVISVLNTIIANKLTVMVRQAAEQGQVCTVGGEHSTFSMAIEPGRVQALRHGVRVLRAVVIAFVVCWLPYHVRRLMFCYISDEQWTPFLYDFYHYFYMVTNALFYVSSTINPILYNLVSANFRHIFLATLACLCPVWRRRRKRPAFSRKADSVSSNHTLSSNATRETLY
LYP phosphatase: inhibitors of LYP phosphatase, biochemical, fluorescence intensity, uHTS (AID 1779) | recombinant LYP phosphatase, fluorescence intensity; higher % means a stronger effect | inhibition, % at 11.5 µM; hits with a dose series show IC50 in µM | actives 0.054% (n = 290,000); in the data active = inhibition above about 50%;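 also: plate controls were vehicle with enzyme for no effect and no enzyme for full effect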
GPR35 arrestin U2OS: inhibition of zaprinast-stimulated GPR35 beta-arrestin translocation – imaging, U2OS, beta-arrestin-GFP, zaprinast agonist, primary screen (AID 2058); U2OS GPR35 beta-arrestin-GFP translocation imaging, zaprinast antagonism; higher % means a stronger effect; inhibition, % at 10 µM, or IC50 in µM where a hit was titrated; actives 0.052% (n = 290,000);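 active = inhibition of at least 50% with at least 30 cells and total cytoplasm GFP at most 10,000,000; inconclusive = under 30 cells or total GFP of 10,000,000 plus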
GPR55 antagonists: inhibition of LPI-stimulated GPR55 beta-arrestin translocation – imaging, U2OS, beta-arrestin-GFP, LPI agonist, primary screen (AID 2013); U2OS GPR55 beta-arrestin-GFP translocation imaging, LPI antagonism; higher % means a stronger effect; inhibition, % at 10 µM; hits with a dose series show IC50 in µM; actives 0.13% (n = 290,000);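 active = spots per cell inhibited over 60%, with over 100 cells counted and total cytoplasm intensity under 500,000; inconclusive = wells with under 100 cells, flagged as likely toxic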;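 also: U2OS cells stably carrying GPR55 and arrestin-GFP stimulated by 5 µM LPI near EC80; imaged beta-arrestin-GFP aggregate spots per cell after agonist stimulation; plate controls were LPI-stimulated DMSO wells for no effect and DMSO wells without LPI for full effect; some results filed as inactive read as strong as hits; confirmed hits need IC50 under 10 µM and bright autofluorescent wells are also inconclusive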
Myeloid diff MLP: compounds promoting myeloid differentiation | actives 1% (n = 360,000) | calls only at 10 µM | ER-HoxA9 myeloid progenitors, lysozyme-GFP differentiation, flow cytometry;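 active = normalized GFP-positive differentiation at or above the plate's own cutoff, the solvent-only control mean plus 3 SD; inconclusive = no clear call, values can overlap the other calls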;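 also: cells exposed to compound for four days before flow analysis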
Salmonella PhoP GFP: inhibitors of PhoP regulon expression, primary screen, Salmonella Typhimurium, GFP reporter (AID 1863). S. Typhimurium PhoP-regulated promoter GFP reporter, 4 h; higher % means a stronger effect. inhibition, % at 50 µM; hits with a dose series show IC50 in µM. actives 0.16% (n = 300,000);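 active = inhibition over 29.93%, a cutoff 3 SD above the screen mean, later confirmed by dose response; inconclusive = inhibition over 29.93% but no dose response follow-up; inactive = inhibition at most 29.93% or unconfirmed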;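 also: 0% = low Mg2+ inducing control and 100% = high Mg2+ repressing control; strong numbers were not always called active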
Siah-1 displacement: blockers of Siah-1 interaction with plectin peptide – biochemical, fluorescence polarization, rhodamine-plectin, uHTS, primary screen (AID 1817); displacement, % at 20 µM, or IC50 in µM where a hit was titrated; Siah-1 / rhodamine-plectin peptide fluorescence polarization; higher % means a stronger effect; actives 0.02% (n = 290,000);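 active = displacement of at least 50% at 20 µM, with a fluorescence ratio check between 0.3 and a set limit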;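 also: plate controls were Siah plus tracer with DMSO for no effect and tracer alone without Siah for full effect; strong numbers were not always called active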
NTR1 agonist cell count 20 µM: further read-out of NTR1 agonist, marked with its call; cell count; measured here: cell count, cytotoxicity flag
Myeloid diff MLP GFP+ MAC1+ %: further read-out of Myeloid diff MLP, marked with its call; GFP+ MAC1+ double positive, %; measured here: differentiation confirmed by MAC1 staining
Starred values were filed as active, the others as inactive; i = inactive; ? = inconclusive; . = not tested or not shown.

A first look (3 entries):
SMILES	MgcRacGAP inhibition	HIV fusion peptide	NTR1 agonist	NTR1 agonist cell count 20 µM	LYP phosphatase	GPR35 arrestin U2OS	GPR55 antagonists	Myeloid diff MLP	Myeloid diff MLP GFP+ MAC1+ %	Salmonella PhoP GFP	Siah-1 displacement
C(=N\c1c(-c2ccccc2)nc2n1CCS2)/c1ccccc1	16%	-2.7%	5.1	83	4%	-7%	1%	i	0.2	1%	1%
O=C(Nc1nc2ccc(F)cc2s1)C1CCCO1 (centres undefined)	4%	-2.4%	-1.0	38	-5%	-1%	1%	i	1.2	-1%	0%
C=CCN1C(=O)CN=C1NCc1ccccc1	-1%	-1.9%	-1.4	82	-10%	16%	11%	i	1.4	1%	4%

This part in full, from the first entry:
SMILES	MgcRacGAP inhibition	HIV fusion peptide	NTR1 agonist	NTR1 agonist cell count 20 µM	LYP phosphatase	GPR35 arrestin U2OS	GPR55 antagonists	Myeloid diff MLP	Myeloid diff MLP GFP+ MAC1+ %	Salmonella PhoP GFP	Siah-1 displacement
C(=N\c1c(-c2ccccc2)nc2n1CCS2)/c1ccccc1	16%	-2.7%	5.1	83	4%	-7%	1%	i	0.2	1%	1%
O=C(Nc1nc2ccc(F)cc2s1)C1CCCO1 (centres undefined)	4%	-2.4%	-1.0	38	-5%	-1%	1%	i	1.2	-1%	0%
C=CCN1C(=O)CN=C1NCc1ccccc1	-1%	-1.9%	-1.4	82	-10%	16%	11%	i	1.4	1%	4%
COc1ccccc1CNC(=O)CN1CCC(NC(=O)c2ccccc2F)CC1	1%	1.2%	-2.7	90	-11%	16%	10%	i	0.4	-6%	-4%
COc1ccc(S(=O)(=O)Nc2cccnc2)cc1OC	6%	0.7%	1.5	60	-10%	-1%	11%	i	0.5	-2%	-1%
CC(C)NC(=O)c1[nH]nc2c1CCc1ccccc1-2	-2%	0.5%	0.8	44	-2%	-3%	2%	i	0.3	-10%	10%
Cc1cc(NC(=O)NC(=O)c2ccc(F)cc2F)n[nH]1	12%	0.4%	-0.9	50	-1%	6%	7%	i	0.7	-6%	0%
N#C/C(=N\Nc1ccccc1)C(=N)N1CCCCCC1	2%	-2.5%	3.5	43	-3%	1%	4%	i	0.5	-9%	-7%
Cc1ccc(N(C)C(=O)C2CCCN2S(=O)(=O)c2cccc3nsnc23)cc1 (centres undefined)	3%	-0.1%	0.1	61	-3%	5%	-7%	i	0.6	3%	-2%
COc1ccc(OCC(=O)Nc2cccc(C(C)=O)c2)cc1	-4%	1.8%	2.3	80	-11%	-6%	3%	i	1.8	8%	2%
Cc1cc(C(=O)NC(C)CCC(C)C)c2ccccc2n1 (centres undefined)	6%	-2.4%	0.6	46	-6%	-7%	13%	i	0.1	0%	5%
Cc1noc(C)c1CSCC(=O)Nc1cc(S(=O)(=O)N2CCOCC2)ccc1OC(C)C	0%	.	0.7	60	.	.	.	i	1.5	14%	.
Cc1ccc(CNC(=O)c2ccccc2NC(=O)C2=CSCCO2)cc1	-17%	-1.1%	0.8	49	-8%	-2%	9%	i	3.0	-2%	6%
Cc1ccc(C(=O)NNC(=O)c2ccc(NC(=O)C(C)(C)C)cc2)cc1	7%	1.1%	0.5	66	-12%	7%	3%	i	1.0	-6%	12%
COc1ccccc1OCC#CCSc1ncccn1	7%	-0.9%	2.0	37	-5%	-2%	-1%	i	0.4	2%	-5%

3 neighbouring records already listed, for reference:
SMILES	MgcRacGAP inhibition	HIV fusion peptide	NTR1 agonist	NTR1 agonist cell count 20 µM	LYP phosphatase	GPR35 arrestin U2OS	GPR55 antagonists	Myeloid diff MLP	Myeloid diff MLP GFP+ MAC1+ %	Salmonella PhoP GFP	Siah-1 displacement
Cc1cc(NC(=O)NC(=O)c2ccc(F)cc2F)n[nH]1	12%	0.4%	-0.9	50	-1%	6%	7%	i	0.7	-6%	0%
N#C/C(=N\Nc1ccccc1)C(=N)N1CCCCCC1	2%	-2.5%	3.5	43	-3%	1%	4%	i	0.5	-9%	-7%
Cc1ccc(N(C)C(=O)C2CCCN2S(=O)(=O)c2cccc3nsnc23)cc1 (centres undefined)	3%	-0.1%	0.1	61	-3%	5%	-7%	i	0.6	3%	-2%

Following part.
SMILES	MgcRacGAP inhibition	HIV fusion peptide	NTR1 agonist	NTR1 agonist cell count 20 µM	LYP phosphatase	GPR35 arrestin U2OS	GPR55 antagonists	Myeloid diff MLP	Myeloid diff MLP GFP+ MAC1+ %	Salmonella PhoP GFP	Siah-1 displacement
NC(=O)C1CCN(Cc2nc3c(Br)cc(Br)cc3c(=O)[nH]2)CC1	-13%	-0.1%	4.1	60	5%	-1%	-22%	i	0.2	3%	15%
O=C(CCC(=O)Nc1ccc(Cl)cc1Cl)N/N=C/c1ccc([N+](=O)[O-])o1	.	31%	0.9	41	-2%	-3%	5%	?	.	2%	2%
O=C(CSc1ccc(-c2ccccn2)nn1)NC1CCCC1	6%	2.5%	1.6	55	-4%	-6%	3%	i	0.5	3%	0%
Cc1ccc(OCc2nnc(NC(=O)c3cccnc3)s2)cc1	-2%	1.8%	1.4	54	-2%	-6%	10%	i	0.1	-5%	3%
C1=CCC(/C=N/n2cnnc2)CC1 (centres undefined)	2%	-1.1%	-1.7	38	-6%	8%	-10%	.	.	-4%	0%
CCC(CC)NC(=O)Cc1ccccc1OC	3%	-2.9%	-0.4	59	-13%	-4%	-3%	i	0.7	-13%	-3%
CCOc1ccc(Cl)cc1S(=O)(=O)NCc1ccccn1	7%	-0.5%	0.3	41	-2%	12%	8%	i	0.3	4%	2%
CC(=O)c1ccc(NC(=O)c2noc(C(C)C)c2[N+](=O)[O-])cc1	-26%	-1.3%	1.0	89	-6%	-7%	2%	i	0.2	9%	-6%
CC(C)c1ccc(NC(=S)NN2CCOCC2)cc1	8%	1.3%	-1.2	36	-7%	-7%	10%	i	0.4	-16%	9%
COc1ccc(Cl)cc1C(=O)NNC(=S)NC1CCCC1	8%	-2.7%	-1.0	38	-3%	-5%	24%	i	0.6	1%	-1%
Cc1ccc(C)c(NS(=O)(=O)c2cc(C(=O)N3CCCC3)ccc2Cl)c1	4%	-1.7%	2.0	47	-8%	1%	-5%	i	0.2	-12%	-3%
CCN(Cc1ccccc1)S(=O)(=O)c1ccc(C(=O)N(CCCN(C)C)c2nc3c(F)cccc3s2)cc1	6%	0.4%	2.5	53	-6%	-2%	1%	i	0.5	6%	6%
CCCC1CCC(=NNC(=O)OC(C)(C)C)CC1 (centres undefined)	11%	1.5%	0.4	76	-3%	-15%	-2%	i	0.0	-13%	2%
C=CC[n+]1c(-c2ccc(Cl)cc2Cl)csc1Nc1ccc(NC(C)=O)cc1	6%	-2.1%	0.9	43	1%	12%	5%	i	1.2	-4%	7%
CCOC(=O)C1CCCCN1Cc1ccc(F)c(Br)c1 (centres undefined)	24%	-0.9%	1.1	87	-7%	-6%	-6%	i	2.5	-3%	0%
Cc1ccc(Nc2cc(-c3ccccc3)nc3ncnn23)cc1	9%	-0.1%	2.5	53	-3%	50%	2%	i	0.2	-5%	0%
CNc1nc(-c2ccccc2)cc(-c2ccccc2)n1	14%	0.2%	3.4	59	-7%	-4%	1%	i	0.2	-2%	-1%
CC(=O)c1ccc(N2Cc3ccccc3/C2=N\C(=O)Nc2ccc(Cl)cc2)cc1	-6%	25%	4.5	50	5%	-10%	12%	i	5.4	2%	9%
O/N=C1/CCCCC1c1ccccn1 (centres undefined)	4%	-0.6%	-0.6	47	-7%	14%	-2%	i	0.5	-3%	1%
O=C(/C=C/c1ccc(Cl)cc1)N(c1ccccn1)C1CCCCC1	6%	1.2%	2.7	42	4%	-2%	0%	i	0.2	-7%	-2%
Cc1ccc(NC(=O)C(=O)N2CCCC2)cc1Cl	7%	3.4%	0.9	76	6%	-6%	8%	i	0.3	-14%	1%
COc1cc2ccccc2cc1C(=O)OCC(=O)N1CCOCC1	17%	-0.2%	0.3	28	-3%	-31%	-11%	i	0.4	-10%	3%
CCOC(=O)C[N+](C)(C)CCOC1CC2CCC1(C)C2(C)C (centres undefined)	3%	0.4%	2.4	79	-10%	19%	4%	i	0.3	6%	-10%
NC(=O)C1(N2CCCCC2)CCN(S(=O)(=O)c2ccc(Cl)s2)CC1	2%	0.1%	0.9	55	-6%	-8%	-1%	i	1.5	0%	0%
CCN(C(=O)c1cc(Cl)ccc1OC)c1ccccc1	4%	-1.2%	-2.3	80	1%	-4%	26%	i	1.2	-8%	-2%
CNC(=O)CC1C(=O)N(c2ccc(F)cc2)C(=S)N1NC(=O)c1ccc(Cl)cc1 (centres undefined)	-9%	1.1%	1.8	63	-10%	17%	7%	i	0.4	4%	4%
COc1ccc(-c2nnn(CCc3nn[nH]n3)n2)cc1OC	2%	0.9%	1.7	85	0%	1%	4%	i	1.1	7%	2%
